Screening results as filed in PubChem.
MCF10A rereplic – A quantitative high throughput screen for small molecules that induce DNA re-replication in MCF 10a normal breast cells. Potency, µM (titrated, usually from 46.1 µM), inactives show at the highest dose activity, positive = re-replication, actives largely listed as activators. AID 624296, 2012. 2.9% of 350,000 active. MCF 10A DNA re-replication, Hoechst nuclear intensity, 48 h; also: % of control where 0% means no effect; nearly all actives have a fitted effect of over 50% in size
ATXN2 expr inh – Primary qHTS for Inhibitors of ATXN expression. HEK-293 ATXN2-luciferase reporter, luminescence, 24 h. Potency, µM (doses to about 57 µM), for the others: at the top dose activity change, negative = inhibition, most hits filed as inhibitors. 0.72% of 360,000 active; also: % is scaled to controls: 0 for no effect and ±100 for the full control effect; nearly all actives have a fitted effect of over 55% in size
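ATXN2-luciferase reporter cells (luciferase flanked by upstream and downstream ATXN2 gene portions) were treated 24 h at 37 °C with compounds at up to 57 uM. SteadyGlo luminescence gave expression; GF-AFC fluorescence gave viability.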
A549 viability – Nrf2 qHTS screen for inhibitors: counterscreen for cytotoxicity. A549 ARE-Fluc cells, CellTiter-Fluor viability, 18-24 h. Potency, µM (top dose mostly 46 µM), inactives show at the top dose activity change, negative = cytotoxicity, actives largely listed as inhibitors. 0.16% of 390,000 active; also: % is scaled to controls: 0 for no effect and ±100 for the full control effect
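A549 ARE-Fluc cells in 5% FBS OPTI-MEM, 5000 cells/well, rested 2 h then exposed to compounds in concentration-response for 18-24 h at 37 °C. Viability by CellTiter-Fluor fluorescence (Ex 405/Em 525) after 30 min; luciferase luminescence (BugLite, 15 min, RT) read afterwards.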
ATXN viability – Viability Counterscreen for Primary qHTS for Inhibitors of ATXN expression | S2 cells (HEK-293 line with an ATXN2-luciferase reporter) viability, CellTiter-Fluor protease fluorescence, 24 h | AID 651635, 2014 | 0.49% of 400,000 active | Potency, µM (titrated, usually from 56.7 µM), usual class: cytotoxic; also: nearly all actives have a fitted effect of over 40% in size
TGFb SMAD3 inh – qHTS for Inhibitors of TGF-b; 1.2% of 410,000 active; HepG2 CAGA-GFP TGF-b/SMAD3 reporter, GFP fluorescence, 18 h; TGF-beta stimulated, 500 pg/mL final; AID 588855, 2011; Potency, µM (top dose mostly 46.1 µM), without a hit: top-dose activity, negative = inhibition, hits mostly inhibitors; also: % is scaled to controls: 0 for no effect and ±100 for the full control effect; nearly all actives have a fitted effect of over 65% in size
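GFP signal (ex488/em500-530) from TGF-beta-stimulated HEPG2 CAGA-GFP cells, 500 pg/mL final, 18 h at 37 degrees C in DMEM plus 1% FBS, normalized to unstimulated and DMSO-stimulated controls.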
HepG2 tox – qHTS for Inhibitors of TGF-b: Cytotox Counterscreen | HepG2 CAGA-GFP viability, ATP luminescence, 18 h | Potency, µM (top dose mostly 46.1 µM), for inactives: top-dose activity change, negative = cytotoxicity, actives largely listed as cytotoxic | 0.76% of 410,000 active | AID 588856, 2011; also: some results filed as inactive show a strong effect at the top dose
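HepG2 CAGA-GFP cells (1000/well, DMEM with 1% FBS) received compound, then TGF-beta at 500 pg/mL final, and were incubated 18 hours at 37 degrees C. Viability was read by CellTiter-Glo luminescence. Media-only wells were set as complete cell-killing and DMSO as no toxicity.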
EPAC2 antagonist – qHTS for Antagonist of cAMP-regulated guanine nucleotide exchange factor 2 (EPAC2): primary screen. EPAC2 GEF exchange of Rap1B-BODIPY-GDP, fluorescence. 0.18% of 360,000 active. AID 720708, 2013. Rap guanine nucleotide exchange factor 4 (Homo sapiens), Q8WZA2. Potency, µM (top dose mostly 114 µM), for the others: top-dose activity, negative = inhibition, usual class: inhibitors; also: % is scaled to controls: 0 for no effect and ±100 for the full control effect; nearly all actives have a fitted effect of over 45% in size; many of its hits are not listed in these tables
Target sequence (Q8WZA2 whole entry, looked up): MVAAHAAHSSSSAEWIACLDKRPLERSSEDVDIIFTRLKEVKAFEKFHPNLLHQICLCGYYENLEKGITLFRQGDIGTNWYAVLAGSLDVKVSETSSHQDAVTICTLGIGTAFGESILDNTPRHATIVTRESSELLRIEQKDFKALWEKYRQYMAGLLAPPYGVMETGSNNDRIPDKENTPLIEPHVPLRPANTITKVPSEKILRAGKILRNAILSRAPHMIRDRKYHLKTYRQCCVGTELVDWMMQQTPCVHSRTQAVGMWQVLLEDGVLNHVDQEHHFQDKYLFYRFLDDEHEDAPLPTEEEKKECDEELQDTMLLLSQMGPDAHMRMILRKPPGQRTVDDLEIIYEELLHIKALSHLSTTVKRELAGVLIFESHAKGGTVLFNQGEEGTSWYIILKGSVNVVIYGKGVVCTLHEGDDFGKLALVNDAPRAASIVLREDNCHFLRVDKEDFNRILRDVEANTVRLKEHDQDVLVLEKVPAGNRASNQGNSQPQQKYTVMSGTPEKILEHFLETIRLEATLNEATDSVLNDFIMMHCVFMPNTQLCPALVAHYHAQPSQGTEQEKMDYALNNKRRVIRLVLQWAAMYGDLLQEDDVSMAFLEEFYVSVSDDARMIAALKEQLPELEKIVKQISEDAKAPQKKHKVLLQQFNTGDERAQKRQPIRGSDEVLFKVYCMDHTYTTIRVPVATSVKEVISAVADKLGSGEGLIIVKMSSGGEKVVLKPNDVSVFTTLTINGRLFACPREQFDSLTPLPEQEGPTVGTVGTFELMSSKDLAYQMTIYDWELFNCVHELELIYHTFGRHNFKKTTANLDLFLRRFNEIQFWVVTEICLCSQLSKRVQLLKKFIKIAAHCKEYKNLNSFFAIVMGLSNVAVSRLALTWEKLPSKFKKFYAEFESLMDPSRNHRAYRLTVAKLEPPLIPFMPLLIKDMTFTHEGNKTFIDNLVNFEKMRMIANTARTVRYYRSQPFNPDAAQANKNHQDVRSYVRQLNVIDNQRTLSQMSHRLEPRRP
Nrf2 inh – Nrf2 qHTS screen for inhibitors | Potency, µM (doses to about 46 µM), for inactives: top-dose activity change, negative = inhibition, hits mostly inhibitors | 2.1% of 360,000 active | A549 ARE-Fluc reporter, luciferase luminescence, 18-24 h; also: % is scaled to controls: 0 for no effect and ±100 for the full control effect; nearly all actives have a fitted effect of over 60% in size
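Nrf2 activity is the BugLite luminescence, read 15 min after reagent at room temperature, following CellTiter-Fluor cytotoxicity readout (30 min, 37C). Compound titrations were applied for 18-24 h to 5000 A549 ARE_Fluc cells/well in 5% FBS OPTI-MEM.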
Nrf2 activator – qHTS of Nrf2 Activators | AREc32 ARE-luciferase reporter (MCF7-derived line), luminescence, 24 h | Potency, µM (titrated, usually from 46.1 µM), without a hit: top-dose activation, usual class: activators | 0.31% of 410,000 active | AID 624171, 2012; also: % of control where 0% means no effect; nearly all actives have a fitted effect of over 65% in size
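AREc32 cells carrying an ARE-driven firefly luciferase reporter were seeded at 1000 cells/well in OPTI-MEM with 5% FBS, then exposed to compound for 24 hr at 37 deg C. Luminescence was read with Steady-Glo after 30 min at RT.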
Active calls of the source: *; i = inactive; ? = inconclusive; · = not tested or not shown; & = joins results of further samples; [ ] = dose if it differs, or a comment. Calls follow the shape of the dose curve; as a rule, active = well fitted curve in the direction sought with a large enough effect; inconclusive = small, poorly fitted or top-dose-only effect, or another doubt; inactive = no such curve, though single readings can be large; an effect the other way counts as inactive or inconclusive. Potency is read from the fitted curve at half-maximal effect.

SMILES | MCF10A rereplic | ATXN2 expr inh | A549 viability | ATXN viability | TGFb SMAD3 inh | HepG2 tox | EPAC2 antagonist | Nrf2 inh | Nrf2 activator
O=C(C1CC1)N1CCN(c2nc3c(Cl)cccc3s2)CC1 | · | · | 8% | · | -1% | 0% | · | · | 0.3%
Cc1ccc(CNC(C)c2ccccc2)cc1 (centres undefined) | 0% | -15% | 16% | i | 0% | -20% | -11% | 6% | 2.0%
O=C(NNc1cccc(Cl)n1)Nc1ccccc1F | 1% | -3% | 0% | i | 17% | -2% | -2% | 3% | -0.3%
O=S(=O)(NCCc1csc(-c2cccnc2)n1)c1cccs1 | 2% | 20% | 6% | i | -24% | -13% | 1% | -2% | -0.1%
CC(C)CN(C(=O)CSc1nc(-c2ccccc2)cn1N)c1c(N)n(Cc2ccccc2)c(=O)[nH]c1=O | 3% | 37%[activator] | 3% | i | ? | -4% | 2% | 5% | 0.5%
Cc1nnc(NC(=O)CSc2ncnc3scc(-c4ccccc4)c23)s1 | ? | -14% | -8% | i | -8% | -29% | 20% | -10% | 0.1%
COc1cccc(C(=O)NNC(=O)CCc2ccccc2)c1 | -3% | -2% | 2% | i | -18% | -11% | 0% | -4% | -0.1%
O=C(Nc1ccc(N2CCCCC2)cc1)C(Cl)c1ccccc1 (centres undefined) | 2% | 32% | -16% | i | 23% | -3% | 4% | ? | 6.4%
C#CCCCCCCC#CCN(C)C | -34%[inhibitor] | 6% | -3% | i | -10% | -17% | 0% | -9% | -0.1%
COc1ccccc1NC(=O)CSc1nc2c(oc3ccccc32)c(=O)n1-c1ccc(C)cc1 | · | 0% | 2% | i | -19% | 6% | · | -18% | 0.0%
CC1Cc2ccccc2N1C(=O)COC(=O)CNC(=O)c1ccc(Br)o1 (centres undefined) | 1% | -13% | -14% | i | -1% | 3% | 5% | -13% | -0.3%
CC(=O)Nc1ccc2nsnc2c1 | -1% | · | -11% | i | 3% | 8% | -1% | ? | 0.3%
COC(=O)c1cn(Cc2ccc(C(F)(F)F)cc2)cc(F)c1=O | -3% | -18% | 14% | i | 4% | 57% | 3% | -4% | 1.4%
CCNc1nc(NCC)n2c(SCC(=O)N3CC4(C)CC3CC(C)(C)C4)nnc2n1 (centres undefined) | -9% | -21% | -6% | i | 0% | 0% | 1% | -3% | 0.5%
CC(C)(C)c1ccc(OCCOCCn2cnc3ccccc3c2=O)cc1 | ? | · | -13% | i | -7% | -19% | -20% | ? | 5.8%
Cc1cccc(N=C2NN=C(c3ccc4c(c3)OCCO4)CS2)c1 | ? | 15% | -4% | i | -1% | -25% | -3% | ? | 0.5%
COc1ccccc1CNC(=O)CN1NS(=O)(=O)c2ccccc2C1=O | -1% | 1% | 0% | ? | 7% | 3% | 10% | 17% | -0.5%
CC(C(=O)O)c1ccc(-c2ccccc2)c(F)c1 (centres undefined) | 1%&-1%&0% | 1%&-6%&-4% | -6%&-1% | i | -3%&33% | 13%&1% | 7%&-10% | -11%&-21% | -1.1%&0.4%
Cc1cccc(Nc2nnc(SCC(=O)NCc3cccs3)s2)c1 | 0% | · | -1% | i | ? | -18% | -1% | 0% | 5.6%
Cc1onc(-c2ccccc2)c1C(=O)N/N=C/c1cc2c(cc1Br)OCO2 | 1% | -34% | 3% | ? | -11% | 11% | 3% | ? | 4.6%
COc1ccc(NC(=O)/C=C\C(=O)N(c2ccc(C(C)C)cc2)C(C(=O)NCc2ccco2)c2ccc(C)cc2)cc1 (centres undefined) | · | · | ? | · | ? | -32% | · | · | 5.6%
COc1cc(NC(=O)CC(C)S(=O)(=O)c2ccc3c(c2)CCN3C(C)=O)cc(OC)c1OC (centres undefined) | · | -3% | 2% | i | -2% | -1% | · | 9% | 0.5%
Cc1ncc([N+](=O)[O-])n1CC(=O)Nc1ccc(Br)cc1 | -1% | -23% | 3% | i | -6% | -4% | 3% | -7% | 0.6%
CC(=O)c1ccc(NC(=O)NC2CCCc3ccccc32)cc1 (centres undefined) | 9% | 40%[activator] | -5% | i | -2% | 6% | -7% | 1% | -0.5%
Cc1ccc2c(-c3ccc([N+](=O)[O-])cc3)cc(=O)[nH]c2c1 | 1% | -4% | 3% | i | -14% | -12% | 0% | ? | -0.7%
CC(NC(=O)COC(=O)CC(c1ccccc1)c1ccccc1)c1ccccc1 (centres undefined) | 4% | 1% | 0% | i | 8% | 6% | -8% | 3% | -0.1%
CCCCN1CC(c2nc3ccccc3n2CCCCOc2ccccc2C)CC1=O (centres undefined) | · | -24% | 8% | ? | ? | 18µM* | · | 15% | -2.9%
CC1(C)CC(=O)C=C(Nc2ccc3c(c2)OCCO3)C1 | -2% | -9% | 7% | i | -1% | 5% | -9% | ? | 1.6%
O=C(COc1ccccc1Br)Nc1ccc(S(=O)(=O)N2CCCC2)cc1 | -2% | -30% | -4% | i | 7% | 4% | -5% | 13µM* | -0.2%
Cc1cc2nc3c(nc2cc1C)C1(C(=O)N(C)C)CCC3(C)C1(C)C (centres undefined) | -177%[0.0737 µM] | -4% | -8% | i | -5% | 2% | 11% | -6% | -0.2%
COc1cccc(/C=C2\SC(=O)N(CCC(=O)N3CCCCC3CCO)C2=O)c1 (centres undefined) | 6% | -8% | -16% | i | -1% | -31% | 2% | ? | 4.4%
O=C(COc1ccc(Cl)cc1)NCCSCc1cccc(Cl)c1 | ? | 2% | -9% | i | ? | -13% | -4% | ? | -0.2%
CC1=CC(C)(C)NC(=S)N1c1cccc(Cl)c1 | 5% | -11% | -8% | i | 15% | -5% | -3% | -29% | -0.3%
O=C(Nc1ccc(F)cc1)c1ccccc1NC(=O)C1CCCCC1C(=O)O (centres undefined) | 0% | -24% | -2% | i | 1% | -4% | 6% | ? | 9.9%
Cc1nc(NC(=O)/C=C/c2ccccc2)sc1C(=O)Nc1cccc(Cl)c1 | 8% | ? | -2% | i | -23% | -22% | -2% | -18% | 0.4%
Cc1cc(OCC(=O)Nc2ccc(N3CCCC3)cc2)cc(C)c1Cl | ? | -11% | -2% | ? | 4% | 9% | 3% | · | -0.4%
O=Cc1ccc(OCCN2CCCC2=O)cc1 | 0% | -1% | 1% | i | 11% | 0% | 1% | ? | -0.7%
O=C(NCC1CCCO1)C1CCN(C2CCN(CCCC3CCCC3)CC2)CC1 (centres undefined) | 16µM* | -24% | 1% | i | -7% | -12% | -11% | 3% | -0.3%
COc1ccc(CC(=O)NCC2(N3CCCCC3)CCCCC2)cc1 | ? | -10% | 21% | i | -6% | -8% | -8% | -7% | -0.6%
Cc1ccc(C)c(C(=O)CSc2nnc(C)s2)c1 | -3% | · | 1% | i | -16% | -4% | 1% | -5% | 0.4%

Complete entries, quoted from the list. Screens in order: MCF10A rereplic	ATXN2 expr inh	A549 viability	ATXN viability	TGFb SMAD3 inh	HepG2 tox	EPAC2 antagonist	Nrf2 inh	Nrf2 activator
Cc1cc(OCC(=O)Nc2ccc(N3CCCC3)cc2)cc(C)c1Cl across the screens: ?	-11%	-2%	?	4%	9%	3%	·	-0.4%
CC1=CC(C)(C)NC(=S)N1c1cccc(Cl)c1 across the screens: 5%	-11%	-8%	i	15%	-5%	-3%	-29%	-0.3%
COc1cccc(/C=C2\SC(=O)N(CCC(=O)N3CCCCC3CCO)C2=O)c1 (centres undefined) across the screens: 6%	-8%	-16%	i	-1%	-31%	2%	?	4.4%
O=C(COc1ccc(Cl)cc1)NCCSCc1cccc(Cl)c1 across the screens: ?	2%	-9%	i	?	-13%	-4%	?	-0.2%

(more compounds)
SMILES | MCF10A rereplic | ATXN2 expr inh | A549 viability | ATXN viability | TGFb SMAD3 inh | HepG2 tox | EPAC2 antagonist | Nrf2 inh | Nrf2 activator
CCOc1ccccc1CNCCN1CCOCC1 | -1% | -6% | -2% | i | 20% | 3% | 10% | · | -0.1%
CCOC(=O)c1cc(C#N)c(Oc2cccc(C(F)(F)F)c2)nc1-c1ccccc1 | ? | -6% | -13% | ? | 8% | -16% | -6% | ? | 3.1%
Cc1ccc(SCC(=O)OCC(=O)N(C)CC(=O)Nc2ccccc2Cl)cc1 | -3% | -19% | -3% | i | ? | 10% | -3% | 5% | -0.8%
COc1ccc(NC2(c3ccc(Cl)cc3)C(=O)c3ccccc3C2=O)cc1 | 1% | 2% | -14% | i | 0% | 3% | 7%[57.1 µM] | -19% | 0.2%
O=C(CCN1C(=O)c2cccc([N+](=O)[O-])c2C1=O)Nc1nccs1 | 2% | -8% | 5% | i | 4% | -1% | 7% | -9% | 3.7%
COc1cc2c(cc1OC)-c1cc(Nc3ccc(F)cc3)nc(=O)n1CC2 | -2% | · | -1% | i | -14% | -2% | 2% | ? | -0.3%
Cc1cc(C(=O)NCc2ccco2)on1 | -1% | 4% | -1% | i | -10% | 1% | 10% | 17% | 0.9%
CCOc1ccc(NC(=O)Nc2ccon2)cc1 | 10% | 80%[activator] | -7% | i | 3% | -8% | -8% | 15% | -0.4%
CCOc1ccc(S(=O)(=O)NC2=NCCCCC2)cc1 | -2% | · | 1% | i | 2% | -2% | 4% | 5% | 0.4%
CN1CCN(CCCNC(=O)c2cn(C)c3ccc(S(=O)(=O)N(C)C)cc3c2=O)CC1 | 3% | 2% | 1% | ? | 40%[activator] | 35% | 8% | 15% | -0.3%
CCOc1cc(C=O)cc(Cl)c1OCC(N)=O | 28% | · | -4% | i | 7% | 9% | 10%[57.1 µM] | -8% | 2.2%
O=C(O)c1cccc(N/N=C/C2=C(Cl)c3cc(Cl)ccc3SC2)c1 | 8.2µM* | 23% | -13% | i | ? | -52% | -18% | ? | -0.2%
Cc1nnc(N2C(=O)c3cccc4c([N+](=O)[O-])ccc(c34)C2=O)s1 | 23µM* | · | -5% | i | ? | -23% | 20% | -7% | ?

This is a subset; count on the stated rates, not on these rows.
